Screens as filed in PubChem BioAssay.
pPAFAH inh: pPAFAH (human) enzyme inhibition; inhibition, % at 3.39 µM; recombinant pPAFAH, FP-rhodamine probe fluorescence polarization; 1.5% of 330,000 active; Q13093;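 active = inhibition above the mean inhibition across the screen plus 3 SD, cut at about 25% in these data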;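 also: inhibitors block binding of the rhodamine activity-based probe so polarization drops; 0% = enzyme with DMSO and 100% = wells lacking pPAFAH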
Target sequence (Q13093 whole entry, looked up): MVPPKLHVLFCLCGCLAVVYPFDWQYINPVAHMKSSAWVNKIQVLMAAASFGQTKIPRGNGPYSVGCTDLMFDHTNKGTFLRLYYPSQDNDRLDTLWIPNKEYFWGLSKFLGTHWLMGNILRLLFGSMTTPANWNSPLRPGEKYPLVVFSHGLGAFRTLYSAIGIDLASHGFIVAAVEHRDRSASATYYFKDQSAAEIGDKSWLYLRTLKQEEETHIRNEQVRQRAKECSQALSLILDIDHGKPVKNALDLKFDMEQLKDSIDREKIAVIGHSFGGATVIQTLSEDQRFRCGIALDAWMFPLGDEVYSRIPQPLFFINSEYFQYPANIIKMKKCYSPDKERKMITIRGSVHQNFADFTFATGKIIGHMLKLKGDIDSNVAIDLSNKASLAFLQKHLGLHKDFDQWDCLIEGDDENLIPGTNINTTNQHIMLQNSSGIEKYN
LYPLA2 counter: LYPLA2 (human) inhibition in PME1 counter-screen; recombinant LYPLA2, FP-Rh probe fluorescence polarization; inhibition, % at 5.9 µM; 0.38% of 320,000 active; AID 2177;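 active = inhibition above the screen-wide mean plus 3 SD, limit set per campaign, cut at about 26% in these data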;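 also: 0% = LYPLA2 with DMSO and 100% = wells lacking LYPLA2 enzyme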
Target sequence (O95372 whole entry, looked up): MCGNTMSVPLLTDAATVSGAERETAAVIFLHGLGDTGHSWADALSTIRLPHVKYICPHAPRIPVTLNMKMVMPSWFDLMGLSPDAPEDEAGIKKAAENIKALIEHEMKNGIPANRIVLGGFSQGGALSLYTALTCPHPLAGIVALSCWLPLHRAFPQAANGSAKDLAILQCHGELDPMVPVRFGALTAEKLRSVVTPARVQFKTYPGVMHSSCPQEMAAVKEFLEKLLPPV
LYPLA1 inh: LYPLA1 (human) inhibition in PME1 counter-screen; O75608; recombinant LYPLA1, FP-Rh probe fluorescence polarization; inhibition, % at 5.9 µM; 0.16% of 320,000 active; AID 2174;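 active = inhibition above the mean of all tested compounds plus 3 SD, set per campaign, cut at about 14% in these data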;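 also: inhibitors block serine hydrolase probe labeling of LYPLA1 so polarization falls; 0% = enzyme with DMSO and 100% = wells lacking LYPLA1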
Target sequence (O75608 whole entry, looked up): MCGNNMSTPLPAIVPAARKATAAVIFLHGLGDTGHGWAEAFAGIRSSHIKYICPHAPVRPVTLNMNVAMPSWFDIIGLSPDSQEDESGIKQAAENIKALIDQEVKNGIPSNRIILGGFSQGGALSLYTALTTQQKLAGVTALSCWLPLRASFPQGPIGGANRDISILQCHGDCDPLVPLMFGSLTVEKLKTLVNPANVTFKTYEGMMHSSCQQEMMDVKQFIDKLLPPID
PAFAH1B2 FP inh: blocks human PAF acetylhydrolase 1b catalytic subunit 2; P68402; inhibition, % at 3.39 µM; recombinant PAFAH1B2, FP-rhodamine activity probe, fluorescence polarization; AID 492953; 1.2% of 340,000 active;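 active = inhibition above the mean of all tested compounds plus 3 SD, cut at about 24% in these data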;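 also: 0% = enzyme with DMSO and 100% = wells lacking PAFAH1B2; many of its hits are not listed in these tables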
GSTO1 counter: blocks human GSTO1 in RBBP9 counter-screen | recombinant GSTO1, activity-based probe fluorescence polarization | inhibition, % at 5.96 µM | 1.1% of 300,000 active | AID 1974;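 active = inhibition above the campaign mean inhibition plus 3 SD, cut at about 35% in these data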;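 also: 0% = GSTO1-1 with DMSO and 100% = wells lacking GSTO1-1 enzyme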
PME-1 primary: blocks human protein phosphatase methylesterase 1; recombinant PME-1, FP-Rh probe fluorescence polarization; inhibition, % at 5.9 µM; AID 2130; Q9Y570; 0.53% of 320,000 active;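 active = inhibition above the campaign mean of all compounds plus 3 SD, cut at about 26% in these data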;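 also: competitive labeling of PME-1 active site by serine hydrolase directed probe; 0% = PME-1 with DMSO and 100% = wells lacking PME-1 enzyme; inhibitors block probe labeling so polarization falls and inhibition rises; many of its hits are not listed in these tables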
PAFAH1B3 inh: blocks human PAF acetylhydrolase 1B catalytic subunit 3; Q15102; 0.28% of 340,000 active; recombinant PAFAH1B3, FP-rhodamine probe, fluorescence polarization; inhibition, % at 3.39 µM; AID 492972;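 active = inhibition above the screen-wide average of all tested compounds plus 3 SD, cut at about 25% in these data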;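 also: 0% = enzyme with DMSO only and 100% = wells lacking PAFAH1B3 protein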
PAFAH2 inh: inhibitors of human PAFAH2 | recombinant PAFAH2, FP-rhodamine activity probe, fluorescence polarization | Q99487 | 0.99% of 340,000 active | inhibition, % at 3.39 µM;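 active = inhibition above the mean over all tested compounds plus 3 SD, cut at about 30% in these data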;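 also: inhibitors block probe labeling of enzyme so polarization drops; 0% = enzyme with DMSO and 100% = wells lacking PAFAH2 protein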
PAD4 FP inh: inhibitors of human PAD4 | AID 485272 | Q9UM07 | recombinant PAD4, RCA probe fluorescence polarization | 0.41% of 330,000 active | inhibition, % at 6.36 µM;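 active = percent inhibition above a cutoff equal to the mean of all tested compounds plus 3 SD, cut at about 15% in these data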;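 also: 0% = PAD4 with RCA probe and DMSO and 100% = probe without PAD4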
Active calls of the source: *; . = not tested or not shown.

SMILES	pPAFAH inh	LYPLA2 counter	LYPLA1 inh	PAFAH1B2 FP inh	GSTO1 counter	PME-1 primary	PAFAH1B3 inh	PAFAH2 inh	PAD4 FP inh
CCCCN(CC)CCNC(=O)Cn1cc2c(n1)-c1c(oc(C(=O)N3CCCC3)c1C)CC2	0	-9	0	0	8	-4	0	2	-6
COC(=O)c1cc(CNC(=O)C2CC(=O)N(c3ccc4c(c3)OCCO4)C2)ccc1OC (stereo not given)	0	.	.	7	.	.	8	5	-2
O=C(CSc1ncnc2c1cnn2CCc1ccccc1)Nc1cccc(C(F)(F)F)c1	-11	-44	-19	3	-26	-44	5	-17	3
Cc1cc(C)c2ccc3c(C)c(C)n(C)c3c2n1	2	4	2	1	7	4	6	-7	3
COc1ccc(CNCCC(c2ccc(F)cc2)c2ccc(OC)cc2)cc1 (stereo not given)	0	-1	-3	-4	-3	5	7	3	0
COC(=O)c1ccc(OC)c(NS(=O)(=O)c2ccc(-n3cnnn3)cc2)c1	-7	-1	2	-1	2	-7	6	-5	-2
COc1cc(OC)cc(C(=O)N2CCC(C(=O)Nc3ccc4c(c3)OCCO4)CC2)c1	-2	-4	0	2	-2	7	9	-3	0
COc1cc(C(=O)NCCSc2ccccc2)cc(OC)c1OC	-2	-5	0	6	-4	2	5	4	-4
CSc1nc(C)cc(Oc2ccc(OCCOc3ccccc3)nn2)n1	5	3	1	-1	1	4	-1	-5	1
Cc1csc(NC(=O)CSc2ccc(-c3ccccn3)nn2)n1	2	4	2	2	-8	1	3	1	-1
COc1ccc2c(c1)c(=O)c(C(=O)c1ccccc1)cn2Cc1ccc(C)cc1	-1	7	0	-3	-2	-2	4	6	-2
c1ccc(-c2noc(-c3ccccc3-c3ccccc3)n2)cc1	5	-5	-1	-1	5	-3	4	-1	-5
Cc1nc2ccc(NC(=O)c3ccc(N4C(=O)CCC4=O)cc3)cc2s1	-2	1	-4	-4	-3	2	1	-3	-1
COC1=C/C(=C/c2c(N)n3c(nc2=O)sc2cc(S(C)(=O)=O)ccc23)C=CC1=O	1	3	1	3	-3	0	-5	-11	-3
Cc1cccc(NC(=O)CSCC(=O)Nc2cc(S(=O)(=O)N3CCOCC3)ccc2OC(C)C)c1	3	0	0	-2	-6	7	-4	-5	4
COc1cccc(NC(=O)c2cccc(N3C(=O)C4CCC(C)CC4C3=O)c2)c1 (stereo not given)	4	-7	-2	5	-4	0	11	-4	-2
COCC(C)NC(=O)Cn1c(SCc2ccccc2)nc2ccccc21 (stereo not given)	0	-3	-4	3	8	-1	8	-2	6
CCN(CC)C1=N/C(=C\c2ccco2)C(=O)N1c1ccccc1	11	-7	-4	0	3	-7	7	4	-4
Nc1nnc(Cc2c[nH]c3ccccc23)s1	1	-1	5	6	0	0	-3	9	-8
CC(=O)c1cccc(OCC(=O)N(Cc2ccco2)c2c(N)n(Cc3ccccc3)c(=O)[nH]c2=O)c1	4	2	0	3	.	7	1	3	1
O=C(CC(C(=O)O)c1ccc(Cl)cc1)c1ccc(Br)cc1 (stereo not given)	2	5	5	3	-2	5	4	-17	-1
COc1ccc(/C(C)=N\O)cc1OC	-1	2	1	6	13	1	-1	-2	-3
COc1ccc(C(CNC(=O)/C=C/c2c(Cl)nc3ccccn23)N(C)C)cc1 (stereo not given)	0	4	1	2	-8	4	1	5	-3
CC(C)Sc1oc(-c2ccco2)nc1S(=O)(=O)c1ccc(F)cc1	26*	-8	-6	3	-3	3	0	12	-10
CCCCC(=O)NC1(C(F)(F)F)C(=O)Nc2c1c(=O)[nH]c(=O)n2Cc1ccco1 (stereo not given)	3	0	1	4	-4	-5	-3	-13	-1

Ordered by number of heavy atoms (ascending): 12 of the compounds above.
SMILES	pPAFAH inh	LYPLA2 counter	LYPLA1 inh	PAFAH1B2 FP inh	GSTO1 counter	PME-1 primary	PAFAH1B3 inh	PAFAH2 inh	PAD4 FP inh
COc1ccc(/C(C)=N\O)cc1OC	-1	2	1	6	13	1	-1	-2	-3
Nc1nnc(Cc2c[nH]c3ccccc23)s1	1	-1	5	6	0	0	-3	9	-8
Cc1cc(C)c2ccc3c(C)c(C)n(C)c3c2n1	2	4	2	1	7	4	6	-7	3
O=C(CC(C(=O)O)c1ccc(Cl)cc1)c1ccc(Br)cc1 (stereo not given)	2	5	5	3	-2	5	4	-17	-1
Cc1csc(NC(=O)CSc2ccc(-c3ccccn3)nn2)n1	2	4	2	2	-8	1	3	1	-1
COc1cc(C(=O)NCCSc2ccccc2)cc(OC)c1OC	-2	-5	0	6	-4	2	5	4	-4
Cc1nc2ccc(NC(=O)c3ccc(N4C(=O)CCC4=O)cc3)cc2s1	-2	1	-4	-4	-3	2	1	-3	-1
COc1ccc(CNCCC(c2ccc(F)cc2)c2ccc(OC)cc2)cc1 (stereo not given)	0	-1	-3	-4	-3	5	7	3	0
COc1cccc(NC(=O)c2cccc(N3C(=O)C4CCC(C)CC4C3=O)c2)c1 (stereo not given)	4	-7	-2	5	-4	0	11	-4	-2
COc1cc(OC)cc(C(=O)N2CCC(C(=O)Nc3ccc4c(c3)OCCO4)CC2)c1	-2	-4	0	2	-2	7	9	-3	0
COC(=O)c1cc(CNC(=O)C2CC(=O)N(c3ccc4c(c3)OCCO4)C2)ccc1OC (stereo not given)	0	.	.	7	.	.	8	5	-2
CCCCN(CC)CCNC(=O)Cn1cc2c(n1)-c1c(oc(C(=O)N3CCCC3)c1C)CC2	0	-9	0	0	8	-4	0	2	-6

The list goes on.
SMILES	pPAFAH inh	LYPLA2 counter	LYPLA1 inh	PAFAH1B2 FP inh	GSTO1 counter	PME-1 primary	PAFAH1B3 inh	PAFAH2 inh	PAD4 FP inh
CSCC[C@H](NC(=O)c1cccs1)c1nnc2ccccn12	1	5	1	2	2	3	2	4	1
COCCNC(=O)/C(C#N)=C\c1ccc(CNS(=O)(=O)c2ccccc2)o1	-1	2	2	5	6	-1	-6	-9	-4
C/C(=N\NC(=O)Cn1ccc(C(F)(F)F)n1)c1ccc(N2CCOCC2)cc1	-5	3	-2	-3	2	-1	0	6	-4
COc1ccc(-c2cc(N3CCCC3)n3ncnc3n2)cc1	0	2	-4	5	5	-4	8	-1	-5
COC(=O)C1=C(C)N(CC2CC2)C(=NCc2cc(OC)c(OC)c(OC)c2)N[C@H]1c1ccccc1	3	6	4	5	-1	0	0	0	0
Cc1ccc(C(=O)NNC(=O)Cc2nc3nc(C)cc(C)n3n2)cc1	-2	-7	0	11	5	-3	9	-2	4
Cn1cc(-c2nc3ccccc3[nH]2)c2ccccc21	16	4	-1	3	-1	4	10	3	-2
CC1CCN(CC(=O)N2CC(=O)Nc3ccccc32)CC1	2	6	5	8	1	3	10	6	-2
N#CC1=C2N=C(N)c3ccccc3N2C2=C(C(=O)CCC2)C1c1ccc(F)cc1 (stereo not given)	3	3	2	-1	0	22	8	13	-1
CS(=O)(=O)N(Cc1ccc(C(=O)Nc2ccccc2Sc2ccccc2)cc1)c1ccccc1	8	-2	-2	-3	3	-6	-2	-6	-5
CCCCN(CCCC)CCCNC(=O)CN1C(=O)COc2ccc(S(=O)(=O)N3CCC(C)CC3)cc21	-3	-7	1	2	6	4	1	2	0
C/C(=N\O)C1(C)N(O)C(C)(C)C(c2ccco2)=[N+]1[O-] (stereo not given)	-4	-4	-3	5	0	-6	9	13	-2
COc1ccc(CN(C)S(=O)(=O)c2c(C)noc2C)cc1OC	7	6	1	0	.	0	6	-6	-2
Cc1c(Cl)cnc(NC(=O)COC(=O)c2ccc(S(=O)(=O)NCc3ccco3)cc2)c1Cl	14	2	-1	4	13	-6	3	23	3
COc1ccc(C2NS(=O)(=O)OCC2C)cc1 (stereo not given)	-1	0	-2	2	-3	-3	4	-3	-8
O=C(c1ccccc1)c1nc2ccccc2[nH]c1=O	-3	-5	-6	3	2	-9	3	5	-5
Cc1cccc(C(C)C)c1NC(=O)C1CN(S(=O)(=O)c2ccccc2)CCN1S(=O)(=O)c1ccccc1 (stereo not given)	-3	6	-1	-3	-3	-3	5	-2	2
CSCC[C@H](NC(=O)OC(C)(C)C)C(=O)NCC1CCC(C(=O)N[C@@H](Cc2ccccc2)C(=O)O)CC1 (stereo not given in full)	8	1	2	1	0	1	-1	-5	-3
CCOc1ccc(NCC(=O)Nc2ccc(C)cc2C)cc1	9	1	1	4	3	0	1	12	-1
Cc1cc(NC(=O)C(C)SCC(=O)Nc2ccccc2C(C)(C)C)no1 (stereo not given)	4	-6	0	7	10	-1	4	2	0
COc1ccc(C2SCC(=O)N2c2nc3ccccc3s2)cc1 (stereo not given)	-2	3	3	-4	0	-2	4	4	0
CCCc1[nH]nc2c1C(c1ccc(OC)c(Cn3nnc4ccccc43)c1)C(C#N)=C(N)O2 (stereo not given)	3	-6	-6	4	-6	15	2	5	-2
CC(C)CNc1nnnc2c1sc1nc(N3CCOCC3)c3c(c12)CC(C)(C)SC3	0	-4	-3	4	-6	20	0	1	27*
COc1ccc2[nH]c(=O)c(C3c4cc(OC)c(OC)cc4CCN3C(=O)c3ccco3)cc2c1 (stereo not given)	3	-4	-2	7	-7	-3	2	1	3
O=c1c2ccccc2[nH]c(=S)n1CCCN1CCC(Cc2ccccc2)CC1	-1	11	0	2	-3	-5	0	-4	-3

Continuation.
SMILES	pPAFAH inh	LYPLA2 counter	LYPLA1 inh	PAFAH1B2 FP inh	GSTO1 counter	PME-1 primary	PAFAH1B3 inh	PAFAH2 inh	PAD4 FP inh
Cc1ccc(C)c(N(C)C(=O)COc2cc(=O)n(C)c3ccccc23)c1	3	-10	0	12	-6	0	-4	9	-1
O=C(Nc1nnc(C2CC2)s1)C1CC(=O)N(c2ccc3c(c2)OCCO3)C1 (stereo not given)	14	0	0	0	3	0	0	7	-1
CCCN1CCN(C(=O)c2ccc3nc(CC)c(CC)nc3c2)CC1	4	2	0	0	2	-8	2	-1	-2
COc1ccccc1N=CC=C1OC(C)(C)C(C)(C)O1	2	7	2	9	-6	4	13	-1	-2
CCOC(=O)CN1CCc2c(C)nc3c(-c4ccc(OC)c(OC)c4)cnn3c21	10	11	0	2	-5	7	13	1	-4
O=C(COC(=O)c1ccccc1Sc1ccc(C(F)(F)F)cc1[N+](=O)[O-])NC(=O)NC1CCCC1	3	0	2	2	3	2	5	2	7
CC(C)=C(NC(=O)c1ccccc1)C(=O)N1CCOCC1	-2	-6	-1	5	6	4	-1	-4	-2
O=C(N/N=C/c1cccnc1)c1[nH]ncc1Br	-2	0	-1	5	4	2	10	0	-2
CCCCCN(C(=O)CCC(=O)OCC(=O)N(CC)c1ccccc1)c1c(N)n(CCCC)c(=O)[nH]c1=O	3	4	3	9	3	0	7	4	1
CCCN1CCC(Oc2cccc(C(=O)NCCc3ccccc3)c2)CC1	0	3	1	5	1	8	4	9	-4

A portion of the library. The share of hits here may be higher or lower than overall.
